Tau fibril FP – inhibitors of human tau fibril formation; K18 P301L tau heparin fibrillization, Alexa594 FP, 6 h; Potency, µM (top dose mostly 57.7 µM), without a hit: at the top dose activity, negative = inhibition, usual class: inhibitors; 280,000 compounds, 0.39% hits; note: potency is the fitted concentration of half-maximal effect; % is set by controls: 0 for no effect and ±100 for the full control effect; nearly all actives have a fitted effect of over 55% in size
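Compound effects on tau fibrillization are measured by Alexa 594 fluorescence polarization (ex 555, em 632 nm). K18 P301L tau is used at 15 uM with 0.24 uM labeled tracer, and 20 uM heparin induces aggregation over 6 hr at 37 C.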
Epigenetic derep – epigenetic control regulation, reporter derepression | murine LDR cells, GFP reporter derepression, 30 h | Potency, µM (highest dose often 53.9 µM), for inactives: top-dose GFP activation, most hits filed as activators | 280,000 compounds, 0.2% hits | AID 1865; note: potency is the fitted concentration of half-maximal effect; % of control where 0% means no effect; nearly all actives have a fitted effect of over 60% in size
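In this reporter-derepression format, murine cells bearing a silenced integrated CMV-GFP locus incubate with test compound (30 h, 37 C), then are washed and imaged; fluorescent objects of 20–120 um count as induced cells.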
aGal spleen mod – inhibitors or activators of human alpha-galactosidase in spleen homogenate; 240,000 compounds, 0.008% hits; human spleen homogenate, 4MU-alpha-Gal fluorescence, 40 min; P06280; Potency, µM (doses to about 80 µM), without a hit: top-dose activity change, negative = inhibition, most hits filed as inhibitors; AID 2107;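 note: potency is the fitted concentration of half-maximal effect; 0% = enzyme with vehicle and -100% = no enzyme basal signal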
Target sequence (P06280 32-429 limits assumed): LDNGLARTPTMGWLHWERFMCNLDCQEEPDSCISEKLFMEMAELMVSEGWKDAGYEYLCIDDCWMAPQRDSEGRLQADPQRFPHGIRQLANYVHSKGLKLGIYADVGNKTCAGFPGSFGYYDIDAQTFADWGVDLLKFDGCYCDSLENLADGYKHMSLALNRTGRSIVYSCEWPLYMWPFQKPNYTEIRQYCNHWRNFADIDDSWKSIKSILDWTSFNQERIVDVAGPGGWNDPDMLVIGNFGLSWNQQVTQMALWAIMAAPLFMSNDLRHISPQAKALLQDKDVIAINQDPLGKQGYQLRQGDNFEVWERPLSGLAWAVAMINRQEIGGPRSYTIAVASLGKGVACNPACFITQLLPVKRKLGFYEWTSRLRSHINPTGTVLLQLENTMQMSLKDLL
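qHTS titration in buffer at pH 5.0. Alpha-galactosidase activity in spleen homogenate was measured via 4-methylumbelliferone release from 1 mM fluorogenic substrate after 40 min at 37C and a pH 10 stop. AC50 came from Hill fits of control-normalized data.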
Tau fluor cs – counter-screen for tau fibril formation inhibitors | AID 1463 | Potency, µM (top dose mostly 57.7 µM), without a hit: at the highest dose activity change, negative = decrease | tau K18 P301L (four-repeat tau fragment) Alexa594 fluorescence, heparin fibrillization | 280,000 compounds, 0.93% hits; note: potency is the fitted concentration of half-maximal effect; % is set by controls: 0 for no effect and ±100 for the full control effect; nearly all actives have a fitted effect of over 55% in size
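Human K18 P301L tau (15 uM unlabeled plus 0.24 uM Alexa 594-labeled, final) in 100 mM sodium acetate pH 7 was mixed with compound and 20 uM heparin and incubated 6 hr at 37 C.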
CBFb RUNX1 block – CBF-beta/RUNX1 interaction disruption. Potency, µM (doses to about 59.8 µM), inactives show top-dose activity, negative = inhibition, actives largely listed as inhibitors. 230,000 tested, under 10 active. Q01196+Q13951. AlphaScreen CBFb-His/RUNX1-biotin binding, biochemical; note: % of control where 0% means no effect
Target sequence (Q01196 whole entry, looked up): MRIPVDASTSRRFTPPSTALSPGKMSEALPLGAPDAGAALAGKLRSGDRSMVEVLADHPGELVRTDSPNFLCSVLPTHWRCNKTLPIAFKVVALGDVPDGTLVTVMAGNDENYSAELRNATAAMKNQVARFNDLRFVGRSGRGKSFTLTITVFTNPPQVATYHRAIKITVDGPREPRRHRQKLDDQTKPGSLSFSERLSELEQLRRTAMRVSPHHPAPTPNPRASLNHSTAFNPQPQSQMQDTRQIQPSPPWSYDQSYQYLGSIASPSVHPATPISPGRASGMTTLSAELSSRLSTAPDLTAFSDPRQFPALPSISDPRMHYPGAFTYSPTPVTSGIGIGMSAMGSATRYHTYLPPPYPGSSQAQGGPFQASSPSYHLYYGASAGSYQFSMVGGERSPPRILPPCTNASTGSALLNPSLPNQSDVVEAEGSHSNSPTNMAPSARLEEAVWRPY
Target sequence (Q13951 whole entry, looked up): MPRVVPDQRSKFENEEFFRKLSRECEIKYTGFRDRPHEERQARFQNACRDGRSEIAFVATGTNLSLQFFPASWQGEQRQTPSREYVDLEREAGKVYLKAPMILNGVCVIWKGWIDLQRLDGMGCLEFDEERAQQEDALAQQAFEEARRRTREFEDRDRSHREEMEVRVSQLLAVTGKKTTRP
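Proteins preincubated together for 20 min at RT before compound addition; 15 min later, nickel and streptavidin beads were added and left 90 min prior to AlphaScreen measurement.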
TR SRC2 fluor cs – Texas Red fluorescence interference in TRb-SRC2 counter-screen | Potency, µM (titrated, usually from 106 µM), inactives show at the top dose fluorescence change, negative = quenching | TRb/SRC2 Texas Red total fluorescence interference | 280,000 compounds, 0.29% hits; active = well fitted curve in either direction with a large enough effect; inconclusive = small, poorly fitted or top-dose-only effect; note: potency is the fitted concentration of half-maximal effect; % is set by controls: 0 for no effect and ±100 for the full control effect
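Human TRb ligand-binding domain at 0.6 uM with 20 nM Texas Red SRC2 peptide in Tris buffer containing 1 uM T3 and 5% DMSO, incubated with compound 5 h at ambient temperature. Total fluorescence (555/632 nm) calculated as parallel + 2 × perpendicular.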
TRb-SRC2 inh – disrupts binding of human TR beta to SRC2; AID 1469; Potency, µM (doses to about 106 µM), inactives show at the top dose activity change, negative = inhibition, actives largely listed as inhibitors; TRbeta-SRC2 peptide binding, fluorescence polarization; receptor liganded with 1 µM T3; P10828; 280,000 compounds, 0.065% hits;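 note: potency is the fitted concentration of half-maximal effect; plate controls were bound peptide for no effect and peptide without receptor for full effect; nearly all actives have a fitted effect of over 50% in size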
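TRb LBD 0.6 uM + Texas Red SRC2 peptide 20 nM, 1 uM T3, Tris buffer w/ 5% DMSO; compound pinned, 5 h RT; FP read ex 555/em 632; normalized to unbound and bound controls.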
NPSR antagonist – antagonists of human neuropeptide S receptor cAMP signaling; Q6W5P4; CHO-NPSR cells, cAMP TR-FRET, antagonist mode; Potency, µM (series often up to 38.3 µM), for inactives: top-dose activity change, negative = inhibition, actives largely listed as inhibitors; 220,000 compounds, 1% hits; note: potency is the fitted concentration of half-maximal effect; % is set by controls: 0 for no effect and ±100 for the full control effect; nearly all actives have a fitted effect of over 50% in size; many of its hits are not listed in these tables
* hit, by the source's call; ? = inconclusive; . = no result given; & = joins results of further samples; [ ] = another dose, or the depositor's remark. Unless noted, calls come from the whole dose curve; as a rule, active = well fitted curve in the direction sought with a large enough effect; inconclusive = small, poorly fitted or top-dose-only effect, or another doubt; inactive = no such curve, though single readings can be large; an effect the other way counts as inactive or inconclusive.

Structure	Tau fibril FP	Epigenetic derep	aGal spleen mod	Tau fluor cs	CBFb RUNX1 block	TR SRC2 fluor cs	TRb-SRC2 inh	NPSR antagonist
CNc1ccc(Br)cc(C(=O)/C=C/c2ccc(OC)cc2)c1=O	?	-0.9%	-4%	?	?	-10%	-5%	-43%
COc1ccc(CCN(C(=O)/C=C/C(=O)O)C2CC(=O)N(c3ccccc3)C2=O)cc1 (stereo not given)	8%	0.0%	-8%	0%	0%	-8%	-6%	-12%
CCc1ccccc1NC(=O)C1c2ccccc2Oc2ccccc21	5%	3.4%	2%	8%	15%	-3%	5%	-2%
COc1ccc(/C=N/Nc2ncc(Br)cn2)c(OC)c1	1%	-2.7%	5%	-1%	0%	-2%	-1%	7%
COc1cccc(/C=N/NC(=O)CN2CC(c3ccccc3)CC2=O)c1O (stereo not given)	8%	3.8%	2%	-11%	-8%	1%	0%	3%
COC(=O)c1cc2ccsc2n1Cc1nc(-c2ccc(OC)cc2)oc1C	-8%	-0.8%	-1%	-24%	15%	4%	-12%	-23%[46.1 µM]
Cc1ccccc1C(=O)NC1(C(F)(F)F)N=C(c2ccccc2)N(Cc2ccccc2)C1=O (stereo not given)	-1%	2.2%	.	?	.	10µM*[quencher]	-3%	.
N/C(CS(=O)(=O)c1ccccn1)=N\OC(=O)c1ccc(Cl)cc1	-2%	-0.3%	1%	-11%	2%	0%	3%	4%[7.67 µM]
COC(=O)C(C)(C)ONC(=O)Nc1ccccc1	3%	-1.0%	-1%	0%	4%	2%	-3%	25%
O=C(NCC(c1cccnc1)N1CCc2ccccc21)c1cccc(C(F)(F)F)c1 (stereo not given)	0%	0.0%	.	-7%	.	3%	-2%	.
O=C1c2ccccc2C(=O)N1CN(C(=O)c1ccccc1[N+](=O)[O-])c1ccc(F)cc1	0%	4.8%	-4%	-14%	1%	0%	7%	15%
CCn1c(SCC(=O)NCc2ccccc2)nc2nc3c(cc2c1=O)CCCC3	0%	2.1%	-2%	-2%	2%	-4%	0%	-30%
Cc1ccc(CC(=O)Nc2cccnc2)cc1	-1%	-0.4%	-5%	-7%	5%	-3%	2%	10%
CCCCOC(=O)C(C)Sc1n[nH]c(=O)[nH]c1=O (stereo not given)	-5%	0.0%	2%	0%	2%	-6%	-6%	7%
CCN1CCc2c(OCc3ccccc3)cccc2C1=O	1%	-1.5%	1%	-4%	-1%	-2%	-1%	1%
Cc1ccc(C(=O)Nc2nc3n(n2)C(c2ccccc2)CC(=O)N3)cc1 (stereo not given)	-1%[0.0958 µM]	-1.5%	-26%	15%[0.0958 µM]	18%	0%	-5%	6%
CC(=O)c1cccc(NC(=O)C2CC(=O)N(Cc3ccccc3)C2)c1 (stereo not given)	-1%	0.0%	1%	-6%	-1%	-5%	2%	-1%[46.1 µM]
NC(=O)N/N=C/c1coc2ccc(O)cc2c1=O	-15%	1.1%	-2%	-25%	15%	-8%	-5%	7%
COc1ccccc1-c1nnc(SCC(=O)NCc2ccco2)n1N	-5%	-1.4%	-5%	6%	-6%	0%	-7%	4%
COc1ccccc1N1CCN(C(=O)CCNS(=O)(=O)c2ccc3c(c2)CCN3C(=O)C2CC2)CC1	8%	0.0%	.	-14%	.	-5%	-9%	.
Cc1nc(N(C)C)ncc1C(=O)O	-3%	-1.2%	-14%	-3%	-4%	1%	-25%	-3%[46.1 µM]
Cn1cc(C(=O)c2cccc(Cl)c2)cc1/C=N\O	6%	-3.3%	3%	-7%	2%	-1%	7%	0%
O=C(NCc1ccco1)c1ccc2c(c1)N(Cc1ccc(Cl)cc1)C(=O)c1ccccc1S2=O (stereo not given)	-4%	0.0%	.	-18%	.	1%	-5%	.
CC(C)CCOc1ccc(C(=O)Nc2sc3c(c2C#N)CCCCC3)cc1	-5%	0.8%	.	-1%	.	?	-21%[53 µM]	.
N#C/C(=C\c1ccc(OC(=O)c2ccccn2)cc1)C(N)=O	-1%	-1.0%	-7%	-1%	.	-2%	-13%	5%
CCN(CC)C(=O)Cn1cc(SCC(=O)Nc2cccc(F)c2)c2ccccc21	-5%	?	.	-5%	.	-3%	-11%	.
COc1ccc(-c2nnc3n(CCc4ccccc4)c(=O)c4ccccc4n23)cc1OC	3%	0.6%	-4%	-13%	0%	-4%	-2%	-16%[46.1 µM]
COc1ccccc1NC(=O)Cn1cnc2c1c(=O)n(C)c(=O)n2C	11%	-2.2%	-15%	-3%	3%	-1%	-9%	1%[46.1 µM]
CCOC(=O)c1c(C)n(C)c2ccc(OCC(O)CN3CCCCCC3)cc12 (stereo not given)	-4%	-1.6%	-5%	-8%	-2%	-2%	-13%	-4%[46.1 µM]
CC1(C)C(C=C(Cl)Cl)C1C(=O)N1CCN(Cc2ccccc2)CC1 (stereo not given)	10%	3.1%	-1%	-6%	10%	0%	3%	-24%

Pulled one by one from the entries so far (2):
Structure	Tau fibril FP	Epigenetic derep	aGal spleen mod	Tau fluor cs	CBFb RUNX1 block	TR SRC2 fluor cs	TRb-SRC2 inh	NPSR antagonist
CNc1ccc(Br)cc(C(=O)/C=C/c2ccc(OC)cc2)c1=O	?	-0.9%	-4%	?	?	-10%	-5%	-43%
CC(C)CCOc1ccc(C(=O)Nc2sc3c(c2C#N)CCCCC3)cc1	-5%	0.8%	.	-1%	.	?	-21%[53 µM]	.

Carrying on.
Structure	Tau fibril FP	Epigenetic derep	aGal spleen mod	Tau fluor cs	CBFb RUNX1 block	TR SRC2 fluor cs	TRb-SRC2 inh	NPSR antagonist
CC(C)(C)c1cc(NC(=O)NN2CCOCC2)nn1-c1c(Cl)cc(Cl)cc1Cl	-4%	-1.3%	3%	-11%	3%	0%	-1%	15%
CSc1nc(C)c(Oc2ccccc2)c(=O)n1C	-1%	-1.6%	-3%	3%	6%	0%	7%	-10%[46.1 µM]
COc1cccc(CN2CCN(Cc3ccc4c(NC(C)=O)cccc4n3)CC2CCO)c1 (stereo not given)	-5%	0.1%	-3%	-6%	4%	-9%	1%	-9%
O=C(Nc1cccc2ccccc12)N1CC=CCC1	-6%	-0.8%	0%	-14%	10%	-4%	-5%	-8%[46.1 µM]
Cc1nc(CS(=O)(=O)c2ccc(Cl)cc2)cc(Sc2ccc(Cl)cc2)n1	-2%	-2.2%	-3%	-17%	6%	1%	3%	-46%[46.1 µM]
O=C(Nc1ccccc1C(=O)OCc1cc(=O)n2ccsc2n1)c1ccccc1Cl	-15%	?	.	-1%	.	-1%	-1%	.
CCOc1ccccc1NC(=O)NC(=O)N(C)S(=O)(=O)c1ccc(C)cc1	?	-4.0%	-10%	?	7%	-2%	2%	-7%
CNc1oc(-c2ccco2)nc1C#N	-2%	-1.0%	2%	-9%	-2%	-2%	8%	-8%[46.1 µM]
COc1ccc(-n2c(Cn3c(=O)sc4ccccc43)nnc2SCC(N)=O)cc1	-13%	-1.0%	0%	-10%	2%	-4%	-5%	-4%[46.1 µM]
CC[C@H](C)[C@@H](NC(=O)O[C@@H]1C(=O)c2cc(Br)ccc2O[C@H]1c1cccc(OC)c1)C(=O)OC	4%&-2%	0.0%&5.5%	-3%&-2%	-2%&-19%	4%	-2%&-4%	3%&2%	-18%
COc1ccccc1-c1nc2cc3ccccc3cc2nc1-c1ccccc1	-8%	-1.3%	1%	-14%	?	0%[53 µM]	-8%[53 µM]	-20%
Nc1c(C(=O)O)cnc2c(-c3ccc(Cl)cc3)cnn12	-5%	-1.2%	1%	-10%	-10%	-13%	-1%	-16%
COc1ccc(C2C(C(C)=O)=C(O)C(=O)N2CCN(C)C)cc1OC (stereo not given)	1%	0.7%	6%	5%	4%	-2%	-4%	6%[46.1 µM]
CC(C)Sc1nc2c(c(=O)[nH]c(=O)n2C)n1CC(O)COc1ccccc1 (stereo not given)	-5%	-1.3%	-3%	-4%	-2%	1%	2%	1%
C=CCn1c(SCC(=O)Nc2ccc3c(c2)OCCO3)nnc1-c1ccccn1	12%	0.1%	-23%	-5%	0%	-4%	-20%	18%[46.1 µM]
CC(CCC(=O)O)C1CCC2C3CC[C@H]4CC(O)CC[C@@]4(C)C3CC(O)[C@]12C (stereo not given in full)	1%	-0.3%	-3%	-1%	1%	0%	1%	.
CCOC(=O)CSc1nnc(CNc2ccc(F)cc2)o1	-9%	0.0%	14%	-14%	0%	-1%	2%	-7%[46.1 µM]
c1coc(CNc2nc(N3CCCCC3)nc3ccccc23)c1	2%	0.0%	?	-14%	7%	2%	?	-9%[46.1 µM]
O=S(=O)(Nc1nc2c(s1)CCCC2)c1ccc(Br)cc1	-3%	-2.1%	1%	-15%	3%	-1%	4%	-6%[46.1 µM]
CCN1CCN(C(c2cccc(OC)c2)c2sc3nc(C)nn3c2O)CC1 (stereo not given)	-7%	1.1%	8%	-4%	0%	-5%	3%	30%
N#Cc1ccc(/C=N/NC(=S)Nc2ccc(S(=O)(=O)N3CCOCC3)cc2)cc1	-3%	0.0%	-12%	-9%	-13%	-3%	-2%	-16%
COc1cc(CCN2C(=O)N[C@@H](CCc3ccccc3)C(C(C)=O)=C2C)cc(OC)c1OC	1%&-4%	-1.1%&0.6%	6%&-1%	-4%&-17%	-7%	-2%&1%	7%&0%	-9%
Cc1cc(C)c2cc3c(N)c(C(=O)N4CCc5ccccc5C4)sc3nc2c1	8%	?	-11%	?	6%	-2%	3%	-15%[46.1 µM]
CC(C)(C)C1CCc2c(sc3nnn(CCOc4ccccc4)c(=O)c23)C1 (stereo not given)	4%	-0.2%	.	-17%	.	2%	3%	.

From PubChem

This is a subset; count on the stated rates, not on these rows.
